Bioassay records (PubChem)
DUSP3 inh: inhibitors of human VHR1 phosphatase (DUSP3) | P51452 | recombinant VHR phosphatase, pNPP absorbance | 0.52% of 290,000 active | inhibition, % at 13.3 µM; in the data active = inhibition above about 50%; also: some compounds called inactive have numbers as strong as hits
Target sequence (P51452 whole entry, looked up): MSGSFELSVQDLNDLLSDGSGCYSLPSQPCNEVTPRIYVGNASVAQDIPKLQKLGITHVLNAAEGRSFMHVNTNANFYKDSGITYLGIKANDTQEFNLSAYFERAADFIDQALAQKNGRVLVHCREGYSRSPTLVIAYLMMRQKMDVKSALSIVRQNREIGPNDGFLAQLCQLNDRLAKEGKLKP
TcdB GH inh: blocks C. difficile toxin B glycohydrolase activity. P18177. TcdB glycohydrolase enzymatic assay, plate reader. inhibition, % at 9.99 µM. 0.24% of 350,000 active. AID 652162; in the data active = inhibition above about 10%
SARS 3CLpro inh: SARS-CoV 3CLpro protease inhibition; P0C6X7; recombinant SARS-CoV 3CLpro, quenched FRET peptide cleavage; inhibition, % at 6 µM; 0.14% of 290,000 active; in the data active = inhibition above about 12%
SSB-PriA inh: blocks PriA binding to SSB C-terminal tail. AlphaScreen SSBct-PriA binding, biotinylated peptide. inhibition, % at 33 µM. 0.6% of 430,000 active. AID 1272365; in the data active = inhibition mostly above about 37%, no sharp cut-off; inactive = mostly below about 20%;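 also: plate controls were negative control peptide for no effect and reference peptide for full effect; strong numbers were not always called active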
CCHF vOTU inh: blocks the CCHF virus ovarian tumor domain protease; CCHFV vOTU protease, Pep-AMC fluorescence; inhibition, % at 11.5 µM; 0.55% of 370,000 active; AID 651958; in the data active = inhibition above about 30%; also: 0% = vehicle wells with enzyme and 100% = no enzyme wells
Y pestis TopoI: Y. pestis Topo-I inhibition via cleavage products. Y. pestis Topo-I cleavage product accumulation, plate reader. activity, % at 10 µM. 0.064% of 360,000 active. AID 504884; in the data active = activity above about 50%, passing the limit was not always enough; also: inactives centre near 2
Rv3671c inh: inhibitors of M. tuberculosis serine protease Rv3671c; inhibition, % at 5.96 µM; 0.048% of 320,000 active; AID 2606; in the data active = inhibition above about 38%;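 also: extracellular domain of Rv3671c used as enzyme; 0% = enzyme with DMSO and 100% = no enzyme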
Target sequence (P9WHR9 whole entry, looked up, the tested form may be a part): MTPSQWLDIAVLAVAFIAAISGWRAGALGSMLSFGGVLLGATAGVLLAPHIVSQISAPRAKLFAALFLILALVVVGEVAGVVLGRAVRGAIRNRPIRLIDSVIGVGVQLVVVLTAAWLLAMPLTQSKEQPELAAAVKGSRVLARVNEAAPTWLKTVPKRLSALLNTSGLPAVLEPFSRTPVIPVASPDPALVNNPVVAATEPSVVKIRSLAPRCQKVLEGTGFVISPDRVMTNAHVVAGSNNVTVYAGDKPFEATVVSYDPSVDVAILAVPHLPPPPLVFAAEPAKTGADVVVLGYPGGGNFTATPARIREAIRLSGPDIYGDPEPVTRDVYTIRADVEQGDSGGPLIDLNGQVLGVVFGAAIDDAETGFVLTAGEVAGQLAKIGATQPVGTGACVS
MazF activator: activators of E. coli MazEF toxin-antitoxin RNase. FAM/BHQ RNA-DNA oligo cleavage fluorescence, 5 h. activation, % at 20 µM. AID 504720. 0.32% of 350,000 active; in the data active = activation above about 50%
Target sequence (P0AE70 whole entry, looked up): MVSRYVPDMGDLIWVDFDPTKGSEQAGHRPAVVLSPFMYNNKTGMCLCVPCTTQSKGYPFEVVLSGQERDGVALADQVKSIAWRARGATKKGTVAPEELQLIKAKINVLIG
Vc quorum ag: induces V. cholerae light production without autoinducers; V. cholerae BH1578 lux reporter, luminescence, 6 h; activation, % at 18.7 µM; 0.16% of 350,000 active; AID 588436; in the data active = activation mostly above about 9.7%, no sharp cut-off; also: not every result past the cut was called active; inactives centre near 0; reference of the scale not given here
PrPC TRFRET: reduces human prion protein on the cell surface | AID 720596 | P04156 | inhibition, % at 13.8 µM | 0.43% of 370,000 active | cell surface PrPC, TR-FRET read-out; in the data active = inhibition above about 24%; also: 0% = median of the test wells and 100% = reference compound wells
An asterisk follows results filed as active; i = inactive; / = not tested or not shown; & = joins results of further samples. The list is partial; rates above refer to the full screens.

no.	SMILES	DUSP3 inh	TcdB GH inh	SARS 3CLpro inh	SSB-PriA inh	CCHF vOTU inh	Y pestis TopoI	Rv3671c inh	MazF activator	Vc quorum ag	PrPC TRFRET
1	CC(Sc1nnnn1C1CC1)C(=O)N1CC(=O)Nc2ccccc21 (configuration not stated)	/	1.3	/	-4	5	7	-9	-6	i	-8
2	O=C(CCN1CCN(C(=O)c2ccccc2)CC1)c1ccc(Br)cc1	22	0.5	-4	-5	6	16	-5	1	i	1
3	Cc1ccc(-c2nc(SCC(=O)N(C)C3CCS(=O)(=O)C3)[nH]c2-c2ccc(C)cc2)cc1 (configuration not stated)	23	/	6	33	3	-6	9	-5	2.0	7
4	CCN1C(=O)c2ccc(C(=O)Nc3ccc4c(c3)OCO4)cc2C1=O	19	-5.8	5	0	21	-7	-3	0	-0.7	4
5	Cc1c(C(=O)O)cnc2c([N+](=O)[O-])cnn12	26	-0.6	2	-6	2	4	-4	2	-0.3	-14
6	O=C(CCN1CCN(c2ccc(F)cc2)CC1)Nc1ccccc1F	0	/	6	2	3	4	9	4	-0.5	-4
7	Cc1cc(C)cc(N=c2c([N+](=O)[O-])nn(-c3ccc(Cl)cc3)n2O)c1	41	1.1	2	51*	-1	4	-21	14	-0.4	-3
8	CCOC(=O)c1nn(-c2ccc(F)cc2)c(C)c1C(C)=O	37	/	4	-9	8	1	0	1	-0.1	0
9	Cc1cnc(C(=O)OCC(=O)N2CC(C)CC(C)C2)cn1 (configuration not stated)	/	2.6	/	12	-5	0	10	-6	i	4
10	CC(=O)c1cccc(NC(=O)C2=CC(c3ccco3)=NS(=O)(=O)N2C)c1	12	1.6	3	-6	8	1	0	4	-0.2	-18
11	COc1ccccc1NC(=S)N(CCN(C)C)C(C)c1ccncc1 (configuration not stated)	11	0.3	-2	-6	-3	-1	-15	13	i	5
12	Cc1nn(CC(=O)N2c3ccccc3NC(=O)C2(C)C)c(C)c1[N+](=O)[O-]	-21	-2.4	1	-4	6	-11	5	-10	1.9	1
13	Cc1ccc(N2C(=S)SC3CS(=O)(=O)CC32)cc1 (configuration not stated)	24	0.9	-1	-9	5	5	1	4	-0.8	2
14	CCC(NC(=O)COC(=O)C1CC2CCCC(C1)C2=O)c1ccc(Br)cc1 (configuration not stated)	/	0.0	/	-10	3	15	2	4	i	-7
15	Cc1ccc(NC(=O)N2CCC(=O)N2)cc1	13	/	2	-3	-6	-6	7	1	-14	-8
16	O=C(COC(=O)c1ccccc1C(F)(F)F)NC(=O)NCc1ccco1	/	0.3	/	-6	12	6	2	7	6.3	-5
17	COc1cccc(CNCCOCCO)c1OC	-2	/	0	-12	-4	-6	5	0	i	0
18	Cc1ccc(NC(=O)Cn2cnc3c(oc4nc5c(cc43)COC(C)(C)C5)c2=O)cc1	3	-0.5	-2	-14	-9	-5	-4	5	i	-2
19	Cc1cccc(C(=O)Oc2ccccc2/C=N/Nc2ccc([N+](=O)[O-])cc2)c1	21	0.6	3	/	-14	-11	2	12	-4.8	2
20	O=c1[nH]c2ccccc2n1CCCOc1ccccc1	17	/	0	6	9	5	-1	-14	i	-2
21	Cc1ccsc1C(=O)N1CCN(S(=O)(=O)c2cccs2)CC1	12	-0.8	0	-2	0	0	0	-9	-2.4	4
22	CN(C)C(=O)Oc1cccc2c(OC(=O)N(C)C)cccc12	-2	/	4	-16	12	3	-6	8	3.4	8
23	C#CCn1cc2c(c1-c1ccccc1)c(=O)n(C)c(=O)n2C	/	1.2	/	/	-7	-5	/	0	-0.2	11
24	O=C(O)C1CCN(Cc2cccnc2)CC1	22	1.3	-1	-13	-2	-4	4	-6	i	0
25	C/C(=N\Nc1ccccn1)c1cccs1	11	1.0	-3	/	7	4	1	7	i	3
26	C/C(CC(=O)Nc1ccccn1)=N\NC(=O)c1ccccc1O	16	-1.1	3	/	-19	-5	8	-1	0.1	6
27	O=C(O)C(Cc1ccccc1)N=C(NS(=O)(=O)c1ccccc1)c1ccccc1 (configuration not stated)	/	1.9	/	-12	10	8	2	2	-0.8	-8
28	CCOC(=O)N1CCN(C(=O)CS(=O)Cc2nc(-c3cccc(C)c3)oc2C)CC1 (configuration not stated)	36	-3.1	-2	-7	5	5	0	3	-3.1	3
29	O=C(CSc1nnc(-c2c[nH]c3ccccc23)n1CC1CCCO1)Nc1ccc2c(c1)OCCO2 (configuration not stated)	16	/	-1	-4	-9	4	13	16	i	-3
30	CC/C(=C\C=C\[C@@H]1C=C[C@@H]2CCC[C@H]2[C@@H]1C(=O)c1ccc[nH]1)[C@@H]1O[C@@H]([C@@H](C)C(=O)O)CC[C@@H]1C	36	/	8	7	/	/	-3	7	i	/
31	c1ccc(-n2c(-c3ccncc3)nnc2N2CCOCC2)cc1	15	/	2	-7	-3	0	-3	9	-0.5	-1
32	OCCNCc1cccc2ccccc12	13	0.3	1	2	2	-8	3	3	-0.2	0
33	O=C(CSc1nnc(CCCN2C(=O)c3cccc4cccc(c34)C2=O)n1-c1ccccc1)NCCCO	13	1.9	-1	2	3	35	-3	3	-0.3	-33
34	Cn1c(Cc2ccccc2)nnc1SCCC(=O)Nc1ccccc1	28	/	-3	-15	15	6	-9	2	-0.5	-4
35	COc1ccccc1CC(=O)N1CCOCC1	-8	1.8	1	-19	-8	0	6	6	-0.4	5
36	C=CCN1C(=O)NC(=O)/C(=C/c2cnc(SC)nc2)C1=O	10	/	-5	-3	7	3	-10	4	i	-2
37	CCOC(=O)C(NCc1ccco1)(NC(=O)c1ccc(OC)cc1)C(F)(F)F (configuration not stated)	27	/	-3	-9	1	-2	1	2	-0.4	-3
38	Brc1ccc(C2=NC(Cc3ccccc3)CO2)cc1 (configuration not stated)	16	1.1	-2	-13	4	9	-18	2	-0.3	-5
39	CN1CCN(C(c2ccccn2)c2cc(Cl)c3cccnc3c2O)CC1 (configuration not stated)	13	-10	3	91&78	7	-4	8	5	-0.4	-4
40	O=C(NCCC1=CCCCC1)c1ccc(-n2cncn2)c([N+](=O)[O-])c1	/	-1.1	/	-6	-6	-15	3	7	-0.7	-18

Brought forward from above: seven compounds, followed by the next part.
no.	SMILES	DUSP3 inh	TcdB GH inh	SARS 3CLpro inh	SSB-PriA inh	CCHF vOTU inh	Y pestis TopoI	Rv3671c inh	MazF activator	Vc quorum ag	PrPC TRFRET
34	Cn1c(Cc2ccccc2)nnc1SCCC(=O)Nc1ccccc1	28	/	-3	-15	15	6	-9	2	-0.5	-4
35	COc1ccccc1CC(=O)N1CCOCC1	-8	1.8	1	-19	-8	0	6	6	-0.4	5
36	C=CCN1C(=O)NC(=O)/C(=C/c2cnc(SC)nc2)C1=O	10	/	-5	-3	7	3	-10	4	i	-2
37	CCOC(=O)C(NCc1ccco1)(NC(=O)c1ccc(OC)cc1)C(F)(F)F (configuration not stated)	27	/	-3	-9	1	-2	1	2	-0.4	-3
38	Brc1ccc(C2=NC(Cc3ccccc3)CO2)cc1 (configuration not stated)	16	1.1	-2	-13	4	9	-18	2	-0.3	-5
39	CN1CCN(C(c2ccccn2)c2cc(Cl)c3cccnc3c2O)CC1 (configuration not stated)	13	-10	3	91&78	7	-4	8	5	-0.4	-4
40	O=C(NCCC1=CCCCC1)c1ccc(-n2cncn2)c([N+](=O)[O-])c1	/	-1.1	/	-6	-6	-15	3	7	-0.7	-18
41	COCCCNC(=O)/C(C#N)=C1\N=C(NC(=O)c2cccs2)c2ccccc21	17	1.2	1	-9	1	-8	-14	9	-0.8	-34
42	O=C(CSc1nc(-c2ccccc2)cs1)Nc1cccc([N+](=O)[O-])c1	37	0.0	1	-7	10	-3	-59	6	-0.3	-4
43	CCOC(=O)C1Nc2ccc(C(=O)O)cc2C2C=CCC12 (configuration not stated)	10	-0.8	2	-6	7	-6	11	-10	i	-4
44	CCN(CC)C(=O)C(=O)Nc1ccc(OCc2ccccc2)cc1	9	-1.1	5	-7	0	13	4	0	0.5	4
45	Cc1ccsc1/C=N/NC(=O)c1nnn(-c2nonc2N)c1C(C)C	-7	5.2	-2	/	18	-7	-3	4	0.2	-4
46	O=C(NC(c1ccc(-c2ccccc2)cc1)c1cnccn1)C1CCN(Cc2ccc(Cl)c(Cl)c2)CC1 (configuration not stated)	/	1.3	/	/	4	18	/	/	-0.3	-6
47	CN(C)c1nc(N)nc(CSc2ccccn2)n1	-16	/	3	-22	-4	1	1	4	-0.4	-6
48	O=C(NCCc1ccc(Cl)cc1)Nc1ccc(F)cc1	31	0.4	-6	-9	12	-6	4	-21	1.8	6
49	Cc1ccc(NC(=O)CSC(C)c2nc3ccccc3c(=O)[nH]2)cc1 (configuration not stated)	-7	2.0	-8	-8	-3	7	-18	0	i	3
50	Cc1ccc(NC(=O)CSc2nnc([C@H](C)NC(=O)OC(C)(C)C)o2)c(C)c1	5	2.9	-7	-6	4	1	0	8	-0.6	-1
51	CCN(CC(=O)Nc1cccc(C(C)=O)c1)S(=O)(=O)c1ccccc1	-15	2.7	5	-12	-10	2	12	-7	0.2	4
52	CCNC(=O)NC(=O)C(C)OC(=O)[C@H](C)NS(=O)(=O)c1c(C)c(C)cc(C)c1C (some centres not stated)	-11	0.3	2	-4	5	20	-2	-8	-0.1	-2
53	COc1ccc(CNC(=O)C(C)NCc2ccc(S(N)(=O)=O)cc2)cc1 (configuration not stated)	16	2.3	2	-1	9	4	2	4	i	-3
54	O=C(NCC1CCCO1)c1ccc(OC2CCN(C(=O)C3CC3)CC2)cc1 (configuration not stated)	13	0.3	3	2	-10	-11	6	-20	-0.5	-7
55	COCCOC(=O)c1c(C)nc(SCC(=O)Nc2ccc(OC)cc2)c(C#N)c1-c1ccco1	2	/	0	-2	11	13	-5	-3	i	7
56	Nc1[nH]c(=S)nc2nc(-c3ccccc3)c(-c3ccccc3)nc12	9	1.3	1	15	-14	15	-15	16	-1.0	0
57	CNc1nc(N)nc(OC(C(F)(F)F)C(F)(F)F)n1	-2	6.5	6	-16	4	2	0	2	i	1
58	NC(=O)c1ncn([C@@H]2O[C@H](CNCc3ccccc3C#Cc3ccccc3)[C@@H](O)[C@H]2O)n1	/	-0.2	/	-7	1	-2	/	1	i	-6
59	CCCCCN(C(=O)COC(=O)c1ccc(C)cc1)c1c(N)n(CCCC)c(=O)[nH]c1=O	/	0.0	/	-8	10	1	-1	3	-0.3	1
60	O=c1[nH]cnc2c1N=C(c1cccc([N+](=O)[O-])c1)CC(c1ccccc1)N2 (configuration not stated)	-17	0.1	4	14	-3	-8	5	8	-2.8	-18
61	COc1ccc(C)cc1NC(=O)COC(=O)C1COc2ccccc2O1 (configuration not stated)	/	0.2	/	-10	6	5	5	5	2.5	8
